p-CIP stab down: lowers stability of the mouse p/CIP coactivator protein. F442A p/CIP-EGFP cells, EGFP fluorescence, 16 h. decrease of EGFP signal, % at 10 µM. hit rate 0.01% among 290,000. AID 1984;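 active = EGFP signal decrease of at least 30% at 10 µM or well 3 SD below plate mean, unless failing retest; inactive = the rest, including hits failing retest or dose response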; also: some compounds called inactive have numbers as strong as hits; many of its hits are not listed in these tables
PHOSPHO1 block: inhibitors of human PHOSPHO1 phosphatase; hit rate 1.1% among 290,000; recombinant PHOSPHO1, absorbance phosphatase assay; inhibition, % at 13.3 µM; Q8TCT1; AID 1565; in the data active = inhibition above about 60%
CRFR2-BP ag: CRF-BP/CRF-R2 complex agonism; HEK293 CRF-R2/CRF-BP, calcium dye fluorescence (FLIPR); percent of saturating CRF peptide response; activation, % at 13.2 µM; hit rate 0.46% among 350,000; AID 588473;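 active = activation of at least 50%, plus an integration ratio under a set limit after plate pattern correction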;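 also: plate controls were neutral control wells without compound for no effect and CRF at EC100 for full effect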
IDE cell activ: IDE (human) activation, cell-based; P14735; HEK cells, FAbeta-B cleavage, fluorescence polarization; 0% vehicle, 100% cell-free pure enzyme wells; activation, % at 5.96 µM; hit rate 0.073% among 340,000; AID 493087;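 active = activation above the mean of all tested compounds plus 3 SD, set per screening campaign, cut at about 17% in these data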
Target sequence (P14735 whole entry, looked up): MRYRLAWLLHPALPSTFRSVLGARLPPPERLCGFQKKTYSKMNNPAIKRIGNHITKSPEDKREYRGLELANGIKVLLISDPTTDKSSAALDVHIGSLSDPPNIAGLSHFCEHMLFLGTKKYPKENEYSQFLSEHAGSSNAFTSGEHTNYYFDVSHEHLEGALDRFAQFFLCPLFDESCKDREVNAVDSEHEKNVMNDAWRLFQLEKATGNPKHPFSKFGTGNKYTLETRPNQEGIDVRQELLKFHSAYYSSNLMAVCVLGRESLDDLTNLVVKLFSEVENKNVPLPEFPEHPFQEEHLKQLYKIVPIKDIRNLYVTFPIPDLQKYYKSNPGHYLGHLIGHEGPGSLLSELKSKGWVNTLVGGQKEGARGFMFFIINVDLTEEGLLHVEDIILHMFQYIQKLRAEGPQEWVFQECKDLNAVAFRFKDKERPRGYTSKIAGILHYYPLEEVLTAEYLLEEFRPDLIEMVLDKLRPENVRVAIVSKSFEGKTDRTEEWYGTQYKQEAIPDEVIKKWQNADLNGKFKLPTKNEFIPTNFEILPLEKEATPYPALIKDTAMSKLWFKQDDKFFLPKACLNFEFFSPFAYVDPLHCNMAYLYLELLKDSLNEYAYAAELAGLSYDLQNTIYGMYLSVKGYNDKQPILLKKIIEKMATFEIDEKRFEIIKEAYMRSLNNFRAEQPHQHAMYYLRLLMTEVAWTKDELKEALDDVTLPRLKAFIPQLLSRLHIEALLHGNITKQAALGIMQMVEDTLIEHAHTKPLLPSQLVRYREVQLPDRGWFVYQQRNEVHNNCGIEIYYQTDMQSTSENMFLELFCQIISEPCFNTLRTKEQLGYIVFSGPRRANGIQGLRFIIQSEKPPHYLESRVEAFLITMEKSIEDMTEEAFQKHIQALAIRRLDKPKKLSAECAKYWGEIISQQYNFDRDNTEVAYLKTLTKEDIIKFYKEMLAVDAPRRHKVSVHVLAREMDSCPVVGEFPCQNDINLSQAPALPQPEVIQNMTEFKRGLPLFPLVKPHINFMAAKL
CRFBP-R2 block: blocks CRF-induced signaling of the CRF-BP/CRF-R2 complex; HEK293 CRF-R2/CRF-BP, CRF-induced calcium fluorescence; inhibition, % at 11.8 µM; hit rate 0.59% among 350,000;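 active = inhibition of the ligand-induced calcium signal above about 50% at the single tested concentration, limit read from the data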
GalR3 antag: antagonists of human GalR3; O60755; inhibition, % at 3 µM; HEK293 GalR3-CNG cAMP membrane potential fluorescence; galR3 body fused to GalR1 C-terminus; hit rate 0.44% among 360,000;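 active = inhibition above the screen-wide average plus 3 SD, cut at about 13% in these data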;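 also: forskolin and galanin both at EC90 stimulate the cells; cAMP rise reported by CNG channel membrane potential dye signal; 0% = forskolin plus galanin with DMSO and 100% = forskolin alone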
M4 PAM: potentiates acetylcholine response at human M4 receptor; hit rate 0.4% among 360,000; activation, % at 3 µM; P08173; CHO-K1 hM4/Gqi5, Fluo-8 calcium fluorescence, ACh EC20; 0% = ACh EC20, 100% = maximal ACh; AID 624126;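 active = activation above its plate's cutoff, the mean activation of sample wells plus 3 SD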; also: some results filed as inactive read as strong as hits
IDE inh: inhibits human insulin-degrading enzyme in HEK cells; FAbetaB cleavage, fluorescence polarization; hit rate 0.41% among 320,000; inhibition, % at 5.59 µM; P14735;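 active = percent inhibition above the average of all tested compounds plus 3 SD, set per screening campaign, cut at about 16% in these data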;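 also: IDE supplied by intact live HEK cells; FP after avidin binding of uncleaved biotin substrate so inhibition keeps polarization high; 0% = DMSO wells and 100% = 60 µM reference IDE inhibitor Ii1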
MEKK3 PB1 HTS: raises or lowers MEK5 binding to the human MEKK3 PB1 domain; hit rate 1.4% among 290,000; binding response (% of control), % at 10 µM; AID 1529; bead-based flow cytometry, Alexa488-MEK5 binding to MEKK3; actives lie on both sides; 0 = blocked by unlabeled MEK5, 100 = vehicle; Q99759;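 active = binding response more than 3 SD above or below the average of its plate-row segment, actives on both sides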;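 also: Alexa488 bead fluorescence after subtracting the streptavidin-only scavenger bead signal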
Starred values were filed as active, the others as inactive; x = not tested or not shown.

item	Compound	MEKK3 PB1 HTS	M4 PAM	CRFBP-R2 block	PHOSPHO1 block	p-CIP stab down
1	Oc1ccc(Cl)cc1CNCc1ccc(Cl)cc1	x	5	-17	x	x
2	CC1CCCCN1CCNC(=O)C1CCN(S(=O)(=O)N2CCCCC2)CC1 (stereo unspecified)	101	-2	8	27	-2
3	Cc1onc(-c2ccccc2Cl)c1C(=O)N1CCN(c2ccc(F)cc2)CC1	100	6	-3	20	5
4	O=C1[C@@H]2C(Cc3ccc(O)cc3)NC3(C(=O)Nc4ccc(F)cc43)[C@@H]2C(=O)N1c1ccccc1 (stereo partly specified)	101	0	-25	14	-10
5	N#Cc1ccc(NC(=O)C2=COCCO2)cc1	x	11	-3	x	x
6	Cc1ccc(NC(=O)CS(=O)CC(=O)NCC2OCCc3ccccc32)c(C)c1 (stereo unspecified)	104	-1	-19	52	1
7	O=C(C1=C[C@@H](C2CCCCC2)C[C@@H](OCc2ccc(CO)cc2)O1)N1CCN(Cc2ccccc2)CC1	103	2	2	-16	-1
8	CCN(CCCCCCN)c1ccc2c(=O)[nH][nH]c(=O)c2c1	100	-5	17	-27	8
9	CCc1nc2ccccc2c(C(=O)Nc2ccc(C)cc2)c1C	104	-5	7	25	3
10	CC1CCCN(C(=O)CN2CCC(c3nc4ccc(Cl)cc4[nH]3)CC2)C1 (stereo unspecified)	83	-12	11	34	10
11	COCCN1C(=O)C(O)=C(C(C)=O)C1c1ccc(F)cc1 (stereo unspecified)	105	1	-4	1	-6
12	COc1cc2c(cc1OC)CN(C(=O)c1ccc(S(=O)(=O)N(C)c3ccccc3)cc1)CC2	94	-5	10	20	-6

item	IDE inh	IDE cell activ	CRFR2-BP ag	GalR3 antag
1	-2	1	4.2	-5
2	-2	1	0.6	-5
3	2	2	1.3	-9
4	2	-1	10	-2
5	2	4	0.4	-5
6	-6	-2	-1.0	-3
7	19*	-12	1.5	-9
8	0	6	-1.9	-6
9	x	2	-0.2	-9
10	7	-2	-0.3	-4
11	0	1	0.6	-1
12	4	3	1.2	-5

Further results
item	Compound	MEKK3 PB1 HTS	M4 PAM	CRFBP-R2 block	PHOSPHO1 block	p-CIP stab down
13	COCC(C)n1c(C)cc(C(=O)COC(=O)c2ccc(N3CCCC3=O)cc2)c1C (stereo unspecified)	101	-1	-19	1	4
14	O=C(CN1C(=O)NC2(CCCC2)C1=O)NCCc1ccc(F)cc1	x	6	-5	x	x
15	CC(C)(C)Nc1nc2nonc2nc1NC(C)(C)C	91	-15	32	2	1
16	CSc1ncnc2c1ncn2CCCNCC(c1ccccc1)c1ccccc1	x	-1	-18	x	x
17	CCCCCCOC(=O)c1ccc(N)cc1	110	5	-9	28	-1
18	COc1ccccc1NC(=O)Cn1c(=O)n(C)c(=O)c2sc3c(c21)COC(C)(C)C3	102	-4	-9	14	1
19	O=C(OCC(=O)N1CCOCC1)c1ccc(N2CCOCC2)c([N+](=O)[O-])c1	103	7	-4	-4	3
20	O=C(Nc1ccccc1Br)c1ccc(OC(=S)N2CCOCC2)cc1	99	0	-6	-6	-1
21	CN(CC(=O)Nc1ccc(C#N)cc1)Cc1ccc(Cl)cc1Cl	101	-21	-2	7	4
22	C/C=C/CSc1nc2c(c(=O)[nH]c(=O)n2C)n1C(C)C	99	6	5	-6	-10
23	CCCCN(C(=O)c1cc(S(=O)(=O)N2CCCCCC2)ccc1OC)c1ccccc1	x	-3	27	x	x
24	O=S(=O)(CCNCCc1ccccc1)NC1CCCCC1	x	-5	-50	x	x

item	IDE inh	IDE cell activ	CRFR2-BP ag	GalR3 antag
13	2	3	0.1	-4
14	1	4	0.1	-2
15	-1	0	20	-8
16	x	x	0.6	-4
17	1	-2	0.5	-2
18	-1	4	-2.3	-7
19	0	1	4.0	-1
20	1	6	-1.0	-2
21	5	0	2.4	-6
22	12	3	-3.0	-3
23	0	0	0.2	-2
24	x	2	5.1	-2

Reprinted at random: 6 records from the list
item	Compound	MEKK3 PB1 HTS	M4 PAM	CRFBP-R2 block	PHOSPHO1 block	p-CIP stab down
9	CCc1nc2ccccc2c(C(=O)Nc2ccc(C)cc2)c1C	104	-5	7	25	3
21	CN(CC(=O)Nc1ccc(C#N)cc1)Cc1ccc(Cl)cc1Cl	101	-21	-2	7	4
24	O=S(=O)(CCNCCc1ccccc1)NC1CCCCC1	x	-5	-50	x	x
8	CCN(CCCCCCN)c1ccc2c(=O)[nH][nH]c(=O)c2c1	100	-5	17	-27	8
10	CC1CCCN(C(=O)CN2CCC(c3nc4ccc(Cl)cc4[nH]3)CC2)C1 (stereo unspecified)	83	-12	11	34	10
11	COCCN1C(=O)C(O)=C(C(C)=O)C1c1ccc(F)cc1 (stereo unspecified)	105	1	-4	1	-6

item	IDE inh	IDE cell activ	CRFR2-BP ag	GalR3 antag
9	x	2	-0.2	-9
21	5	0	2.4	-6
24	x	2	5.1	-2
8	0	6	-1.9	-6
10	7	-2	-0.3	-4
11	0	1	0.6	-1

(further entries)
item	Compound	MEKK3 PB1 HTS	M4 PAM	CRFBP-R2 block	PHOSPHO1 block	p-CIP stab down
25	Cn1ccnc1CC(O)(c1ccccc1)c1ccccc1	108	-7	-1	35	-10
26	O=C(COC(=O)Cc1ccc(Cl)cc1)Nc1cc(S(=O)(=O)N2CCOCC2)ccc1N1CCCC1	93	-5	4	3	13
27	CCCc1nc2n[nH]c(N)c2c2c1COC(C)(C)C2	102	-2	-15	40	7
28	Cc1ccc(S(=O)(=O)N2CCCC2C(=O)O)cc1 (stereo unspecified)	88	3	5	-2	-7
29	COc1ccccc1-c1c(C)c(C)nc(N)c1C#N	96	3	-8	9	-5
30	CCN(CC(=O)Nc1c(F)cccc1F)C(=O)C(C)SCc1nc2sc(C)c(C)c2c(=O)[nH]1 (stereo unspecified)	111	5	-4	43	16
31	O=C1NC(=O)C2(N1)C(=O)c1cccc3cccc2c13 (stereo unspecified)	x	-17	-42	x	x
32	CN(Cc1nc(-c2cccs2)no1)CC1(N2CCOCC2)CCCCC1	101	-1	2	44	-2
33	COc1cc(NC(=O)CN(C)Cc2cccc(F)c2)c(C)cc1[N+](=O)[O-]	128*	2	2	-1	1
34	Cc1ccc(C(=O)NC2CCS(=O)(=O)C2)cc1S(=O)(=O)N1CCOCC1 (stereo unspecified)	100	10	-16	-10	1
35	CN(C)c1ccc(Sc2ccc3nc(N)nc(N)c3c2)cc1	x	-10	-33	x	x
36	CCCCN(CC(=O)NC(C)(C)C)C(=O)C(=O)Nc1ccc2c(c1)OCCO2	87	8	2	41	-1

item	IDE inh	IDE cell activ	CRFR2-BP ag	GalR3 antag
25	-2	3	0.1	-8
26	1	0	-1.1	-5
27	-3	0	1.4	-6
28	3	-2	-0.9	0
29	7	-2	0.1	3
30	5	-4	-2.2	-3
31	x	x	85*	-6
32	1	7	-1.8	-5
33	-2	2	2.2	-1
34	-2	3	0.1	-1
35	x	x	0.9	1
36	-2	4	-0.2	-7

Continuation.
item	Compound	MEKK3 PB1 HTS	M4 PAM	CRFBP-R2 block	PHOSPHO1 block	p-CIP stab down
37	COc1ccc(C2C(C(=O)N3CCCCC3)CCC(=O)N2c2cc(OC)c(OC)c(OC)c2)cc1 (stereo unspecified)	100	-3	11	-1	6
38	N#Cc1ccccc1Sc1ccccc1C(=O)OCC(=O)N1CCN(C(=O)c2ccco2)CC1	104	-3	0	-5	-10
39	COc1cc2oc3cc(C)oc(=O)c3c2cc1OC	108	-5	21	30	-11
40	CCC(C)C(=O)Nc1cc(C(=O)OC)cc(C(=O)OC)c1 (stereo unspecified)	102	6	-4	-5	-8
41	Cc1cccc(N(C(=O)c2csnn2)C(C(=O)NC2CCCC2)c2ccncc2)c1 (stereo unspecified)	104	-8	-5	-6	21
42	Cc1nc(C(F)(F)F)nc(Nc2ccc(Br)cc2)c1C#N	x	3	-15	11	-3
43	O=C(Cn1cc([N+](=O)[O-])ccc1=O)NCC1COc2ccccc2O1 (stereo unspecified)	x	9	13	x	x
44	Cc1csc(N/N=C/c2c(F)cccc2Cl)n1	101	-2	-3	15	-3
45	COc1cccc(OCc2cc(/C=N/NC(=O)c3nc(Cl)c(Cl)c(N)c3Cl)ccc2OC)c1	102	11	13	15	7
46	CCOC(=O)CN1C(=O)/C(=C/c2cccc(Br)c2)Oc2ccccc21	92	-3	8	-11	-5
47	N#CCc1ccc(OC(=O)c2cccnc2Cl)cc1	x	-9	3	x	x
48	Cc1cccc(NC(=O)c2cccc(N3C(=O)CCC3=O)c2)c1	99	2	5	x	14
49	CN(Cc1ccsc1)C(=O)Cn1cc(Br)ccc1=O	101	11	1	23	0

item	IDE inh	IDE cell activ	CRFR2-BP ag	GalR3 antag
37	-1	-1	-0.7	x
38	0	0	0.5	3
39	-3	1	-2.1	-7
40	7	-6	-0.7	-6
41	3	2	-1.2	-5
42	1	5	-1.4	-5
43	8	-2	6.0	-4
44	1	0	-0.5	6
45	2	2	5.8	0
46	8	1	2.0	-11
47	6	5	0.1	-4
48	0	0	-0.1	-2
49	1	10	0.3	-11

Rows are unselected, and some 4.2% of all compounds hit somewhere here.
